ABHD5 PLIN5 PPI: ABHD5-PLIN5 interaction inhibitors, primary screen, cell lysate, split luciferase complementation, luminescence | Perilipin-5 (Homo sapiens) + 1-acylglycerol-3-phosphate O-acyltransferase ABHD5 (Homo … | Split G. princeps luciferase complementation, 4 h | inhibition, % at 4 µM | hit rate 0.78% among 360,000 | AID 602281, 2012;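 active = inhibition above the mean inhibition across every tested compound plus 3 SD, cut at about 22% in these data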;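 also: 0% = DMSO only wells and the 100% control is not disclosed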
NOD2-RIPK2 inh: NOD2-RIPK2 binding disruptors in cells, primary screen, fluorescence, CHO cells, BLA complementation; Receptor-interacting serine/threonine-protein kinase 2 (Homo sapiens), O43353; hit rate 0.38% among 360,000; CCF4 ratio; inhibition, % at 4.98 µM; in the data active = inhibition above about 21%;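 also: 0% = vehicle only and 100% = reference blocker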
Target sequence (O43353 whole entry, looked up): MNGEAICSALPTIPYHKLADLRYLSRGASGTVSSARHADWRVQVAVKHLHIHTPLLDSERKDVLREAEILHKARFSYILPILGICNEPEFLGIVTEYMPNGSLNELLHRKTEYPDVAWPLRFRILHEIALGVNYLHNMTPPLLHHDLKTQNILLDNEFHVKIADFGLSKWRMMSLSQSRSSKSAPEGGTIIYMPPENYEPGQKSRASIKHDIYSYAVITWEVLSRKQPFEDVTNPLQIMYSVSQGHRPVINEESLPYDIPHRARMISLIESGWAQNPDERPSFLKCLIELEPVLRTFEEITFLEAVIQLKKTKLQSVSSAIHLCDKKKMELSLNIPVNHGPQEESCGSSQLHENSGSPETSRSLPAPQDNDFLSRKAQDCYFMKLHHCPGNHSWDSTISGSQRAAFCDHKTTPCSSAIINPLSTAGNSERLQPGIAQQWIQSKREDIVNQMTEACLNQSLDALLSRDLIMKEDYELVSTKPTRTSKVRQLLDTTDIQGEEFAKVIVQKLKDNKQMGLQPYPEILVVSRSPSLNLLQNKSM
N-glyco inh: increase of ERlucT glycosylation luciferase signal, primary screen, N-linked glycosylation inhibitor project, D54 ERlucT cells, luminescence, set 2; D54 ERlucT glycosylation luciferase reporter, 24 h; percent of 100 nM tunicamycin response; reporter increase, % at 12.5 µM; hit rate 0.23% among 360,000;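 active = mean luciferase reporter signal, scaled so untreated is 0 and the glycosylation-blocking control 100, at or above a set limit in every replicate; inconclusive = mean reaches the limit but not every replicate does; inactive = mean below the limit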;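 also: luciferase carries N-glycosylation sites so blocking glycosylation raises the light; 0% = median of neutral control wells and 100% = median of 100 nM tunicamycin wells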
aDG glyco up: activators of alpha-DG glycosylation, primary screen, uHTS, Pro5-aDG cells, AlphaScreen. alpha-DG glycosylation AlphaScreen (IIH6); 0% Pro5, 100% B10-LARGE cell signal. activation, % at 10 µM. hit rate 0.22% among 360,000. AID 624168, 2012;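 active = activation of at least 8% versus controls, or a plate z-score of at least 8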;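 also: Pro5 are CHO cells carrying HIG-tagged alpha-DG that lacks glycosylation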
ABCB6 inh MLPCN: ABCB6 transporter inhibitors, primary screen, K562-ABCB6 cells, flow cytometry, MLPCN library; ATP-binding cassette sub-family B member 6 (Homo sapiens), Q9NP58; K562-ABCB6 porphyrin accumulation, 1 h; stronger effect = lower value; fluorescence ratio to DMSO, % at 10 µM; hit rate 0.19% among 360,000; AID 602162, 2011;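 active = fluorescence ratio to DMSO below 75%, the collection mean minus 3 SD; inconclusive = too few cells collected in the well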;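 also: signal is porphyrin accumulated inside mitochondria; 100% equals median channel fluorescence of DMSO control wells; lower ratio means ABCB6 inhibition with less porphyrin fluorescence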
MC4R antag cAMP: MC4R antagonists of cAMP signaling, primary screen, cell-based, TR-FRET, antagonist arm of biased-ligand search. MC4R-expressing cells, MTII-stimulated cAMP, LANCE TR-FRET. inhibition, % at 6.5 µM. hit rate 0.48% among 360,000;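 active = inhibition above its plate's cutoff, the mean of tested wells on that plate plus 3 SD, cut at about 29% in these data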;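 also: 0% = Melanotan II alone and 100% = Melanotan II plus saturating MCL0020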
Target sequence (P32245 whole entry, looked up): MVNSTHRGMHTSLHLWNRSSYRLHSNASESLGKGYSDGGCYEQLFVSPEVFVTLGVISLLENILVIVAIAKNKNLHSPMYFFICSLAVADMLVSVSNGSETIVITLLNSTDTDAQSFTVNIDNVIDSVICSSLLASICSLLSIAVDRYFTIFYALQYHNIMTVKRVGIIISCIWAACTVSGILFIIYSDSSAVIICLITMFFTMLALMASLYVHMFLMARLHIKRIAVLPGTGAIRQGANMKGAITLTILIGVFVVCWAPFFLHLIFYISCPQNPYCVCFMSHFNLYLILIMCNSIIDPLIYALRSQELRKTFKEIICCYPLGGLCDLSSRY
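System: U2OS cells stably expressing human melanocortin 4 receptor (MC4R). Reagent: Melanotan II challenge after compound preincubation. Doses: 6.5 µM. Times: 30-min compound, 1-h challenge, 1-h detection, room temperature. Measured by: TR-FRET with Eu-cAMP and labeled anti-cAMP, 671 nm. Replicates: singlicate.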
Exocytosis inh: LAMP-1 surface exposure blockers, TALL-104 cells – cell-based, flow cytometry, MLPCN library, primary screen; inhibition, % at 10 µM; hit rate 0.66% among 360,000; TALL-104 LAMP-1 surface exposure; cells stimulated with thapsigargin and PMA;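 active = inhibition above about 55%, limit read from the data; inconclusive = no clear call, values can overlap the other calls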
TLR9-MyD88 inh: inhibitors of TLR9-MyD88 association in cells, primary screen, cell-based, CHO, BLA complementation, fluorescence; CCF4 FRET ratio; inhibition, % at 4.98 µM; hit rate 0.21% among 340,000;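 active = inhibition above the mean over all tested compounds plus 3 SD, cut at about 21% in these data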;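 also: 0% = DMSO only wells and 100% = clavulanate BLA inhibitor control wells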
Vif imaging: HIV Vif self-association inhibitors, primary screen, imaging, HEK293T, single point; HEK293T cells, Vif self-association by quenched fluorescence, 24 h; inhibition, % at 7.49 µM; hit rate 0.35% among 340,000; in the data active = inhibition above about 50%, passing the limit was not always enough; inconclusive = no clear call, values can overlap the other calls; inactive = below about 31%; also: some results filed as inactive read as strong as hits
MC4R barr agon: MC4R agonists recruiting beta-arrestin, primary screen, cell-based, luminescence, agonist arm of biased-ligand search. Melanocortin receptor 4 (Homo sapiens), P32245. U2OS MC4R beta-arrestin complementation; percent of melanotan II response, DMSO zero. hit rate 0.98% among 360,000. activation, % at 8.9 µM;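 active = activation above a per-plate cutoff, the mean activation of sample wells on that plate plus 3 SD, cut at about 8% in these data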
Active calls of the source: *; ? = inconclusive; nt = no result given. Some of the compounds tested; rates above refer to the full screens.

Start of the data: the first six records, to show the layout:
SMILES	ABHD5 PLIN5 PPI	NOD2-RIPK2 inh	N-glyco inh	aDG glyco up	ABCB6 inh MLPCN	MC4R antag cAMP	Exocytosis inh	TLR9-MyD88 inh	Vif imaging	MC4R barr agon
C=CCn1c(=O)c(C(=O)Nc2ccccc2C)c(O)c2ccccc21	14	-12	0	-0.1	95	0	6	-6	3	1.9
Cc1ccc(OCCNC(=O)c2ccc(COc3ccccc3)o2)cc1	2	-7	-1	0.3	105	2	16	-4	-2	0.3
Cc1cc(C)n(C(=O)c2ccc(S(=O)(=O)NCC3CCCO3)cc2)n1 (stereo unspecified)	-13	0	0	0.0	94	4	1	-4	7	-0.5
Cc1cccc(NC(=S)N(CCN2CCOCC2)Cc2cc3cc4c(cc3[nH]c2=O)OCO4)c1	-3	-2	0	-0.2	98	14	4	-2	-2	-0.1
CC(C)(C)c1cc(-c2nc(N)nc(N)n2)c(O)c(C(C)(C)C)c1	-14	-7	-3	0.5	99	1	-5	-1	-1	-1.4
CCCCC(=O)NC(=S)Nc1cccc(NC(=O)c2ccco2)c1	2	0	1	-0.2	97	19	-1	2	7	-1.6

The list itself, previewed entries included:
SMILES	ABHD5 PLIN5 PPI	NOD2-RIPK2 inh	N-glyco inh	aDG glyco up	ABCB6 inh MLPCN	MC4R antag cAMP	Exocytosis inh	TLR9-MyD88 inh	Vif imaging	MC4R barr agon
C=CCn1c(=O)c(C(=O)Nc2ccccc2C)c(O)c2ccccc21	14	-12	0	-0.1	95	0	6	-6	3	1.9
Cc1ccc(OCCNC(=O)c2ccc(COc3ccccc3)o2)cc1	2	-7	-1	0.3	105	2	16	-4	-2	0.3
Cc1cc(C)n(C(=O)c2ccc(S(=O)(=O)NCC3CCCO3)cc2)n1 (stereo unspecified)	-13	0	0	0.0	94	4	1	-4	7	-0.5
Cc1cccc(NC(=S)N(CCN2CCOCC2)Cc2cc3cc4c(cc3[nH]c2=O)OCO4)c1	-3	-2	0	-0.2	98	14	4	-2	-2	-0.1
CC(C)(C)c1cc(-c2nc(N)nc(N)n2)c(O)c(C(C)(C)C)c1	-14	-7	-3	0.5	99	1	-5	-1	-1	-1.4
CCCCC(=O)NC(=S)Nc1cccc(NC(=O)c2ccco2)c1	2	0	1	-0.2	97	19	-1	2	7	-1.6
COc1ccc(NC(=O)c2cc(-c3ccco3)on2)c(OC)c1	-5	-3	0	-0.1	105	11	-6	1	12	10*
CCn1c(SCC(=O)Nc2nc3ccccc3s2)nnc1-c1ccc(OC)cc1	8	-2	0	1.0	92	4	0	-13	-2	4.7
Cc1ccccc1C(=O)N1CCN(S(=O)(=O)c2ccccc2)CC1	0	-7	-2	0.2	106	0	-9	0	7	-2.5
COc1ccc(-c2csc(NC(=O)CC(NC(C)=O)c3ccccc3)n2)cc1OC (stereo unspecified)	1	-8	5	-0.2	97	-2	-5	-3	20	1.0

Retrieved by structure from the entries so far (3):
SMILES	ABHD5 PLIN5 PPI	NOD2-RIPK2 inh	N-glyco inh	aDG glyco up	ABCB6 inh MLPCN	MC4R antag cAMP	Exocytosis inh	TLR9-MyD88 inh	Vif imaging	MC4R barr agon
Cc1cccc(NC(=S)N(CCN2CCOCC2)Cc2cc3cc4c(cc3[nH]c2=O)OCO4)c1	-3	-2	0	-0.2	98	14	4	-2	-2	-0.1
CC(C)(C)c1cc(-c2nc(N)nc(N)n2)c(O)c(C(C)(C)C)c1	-14	-7	-3	0.5	99	1	-5	-1	-1	-1.4
Cc1cc(C)n(C(=O)c2ccc(S(=O)(=O)NCC3CCCO3)cc2)n1 (stereo unspecified)	-13	0	0	0.0	94	4	1	-4	7	-0.5

Additional entries follow:
SMILES	ABHD5 PLIN5 PPI	NOD2-RIPK2 inh	N-glyco inh	aDG glyco up	ABCB6 inh MLPCN	MC4R antag cAMP	Exocytosis inh	TLR9-MyD88 inh	Vif imaging	MC4R barr agon
C[C@H]1CN([C@@H](C)CO)C(=O)CCCn2nncc2CO[C@@H]1CN(C)S(=O)(=O)c1ccccc1	0	0	3	0.4	94	5	1	3	-9	0.0
COc1cc(C(=S)N2CCOCC2)ccc1OC(=O)c1ccccc1[N+](=O)[O-]	1	1	0	0.0	84	4	-2	-3	-3	-2.0
COc1ccc(NS(=O)(=O)c2cc(NC(=O)CCNC(=O)c3ccco3)ccc2OC)cc1	3	3	2	-0.2	102	-3	2	-7	3	-0.1
Cc1ccc(NC(=O)C2CC(=O)N(Cc3ccccc3)C2)nc1 (stereo unspecified)	-3	-2	-1	0.0	91	7	-1	4	11	-2.5
COC(=O)CNC(=O)CN1c2cccc3cccc(c23)S1(=O)=O	-2	3	1	-0.1	89	1	-2	-10	-2	-1.0
CSCCC(NC(=O)COc1cccc2ccccc12)C(=O)O (stereo unspecified)	0	-9	1	0.0	97	0	-4	1	-4	-1.6
CCOc1cccc(/C(O)=C2/C(=O)C(=O)N(Cc3cccnc3)C2c2ccco2)c1 (stereo unspecified)	2	-2	0	-0.1	100	1	0	5	0	0.2
O=C(CN1CCc2ccccc2C1)Nc1cccc(S(=O)(=O)N2CCCC2)c1	5	-11	-2	0.2	99	22	-3	0	1	0.0
COC(=O)Nc1sc2c(c1C(N)=O)CCC(C)C2 (stereo unspecified)	-1	-6	0	-0.1	98	-2	3	-9	-4	-0.4
Cc1ccc(NC(=O)COC(=O)C2=NNC(=O)CC2)c(Br)c1	-4	-3	-1	0.0	101	-8	-3	0	5	-0.6
COc1cccc(OCCCN2CCN(S(=O)(=O)c3ccc(NC(C)=O)cc3)CC2)c1	2	1	-3	0.5	105	6	1	-4	-20	1.2
O=S(=O)(Nc1cccnc1)c1ccc2c(c1)OCCO2	-4	6	2	-0.4	96	4	-1	-4	-4	-1.9
O=C(Nc1cc(Cl)ccc1N1CCOCC1)c1ccc(=O)[nH]c1	10	0	5	0.0	102	-7	2	2	-6	-1.0
CCCCC(=O)NNC(=O)N1c2ccccc2Sc2ccccc21	7	-11	-1	-0.3	97	-4	-1	0	3	-0.7
CN1CCN(S(=O)(=O)c2cccc(C(=O)Nc3ccccc3N3CCCCC3)c2)CC1	3	-7	-2	0.0	94	2	4	-7	-1	-2.2
COc1ccc(N2CC(C(=O)N3CCc4ccccc43)CC2=O)cc1 (stereo unspecified)	-1	-4	5	0.0	98	2	0	-1	15	-2.7
COc1ccc(CC(=O)Nc2nc3ccccc3s2)cc1S(=O)(=O)N1CCOCC1	7	-9	1	0.3	97	10	-2	3	-3	-1.2
C=CCn1c(SCc2cc(=O)n3ccsc3n2)nnc1C1CCCCC1	1	-6	0	-0.2	101	15	6	-4	1	1.6
COC/C=C/C1=CC2=CC(=O)C(C)(OC(=O)c3cnc4ccccc4n3)C(=O)C2=CN1c1ccc(OC)cc1 (stereo unspecified)	-3	-7	6	0.2	100	-30	-5	6	2	-2.2
N=C1c2ccccc2CN1NC(=O)c1cccc(S(=O)(=O)N2CCCC2)c1	1	-13	2	-0.1	103	2	3	-12	-2	-1.4
COc1cc(NC(=O)CSc2c3c(nc4ccccc24)CCC3)cc(OC)c1OC	9	2	-2	0.7	99	4	2	-13	1	-0.6
Cc1cccc(C(=O)Nc2cc(Cl)ccc2-n2cncn2)c1[N+](=O)[O-]	3	-7	1	-0.3	96	7	1	7	9	-1.8
O=C1CCCC2=C1C(c1ccncc1)n1c(nc3ccccc31)N2 (stereo unspecified)	5	-11	1	-0.3	94	-2	3	3	?	-2.6
CC(C)CCOCC(O)CCC(=O)NNC(=S)Nc1ccccc1 (stereo unspecified)	-2	0	3	-0.1	97	-10	3	4	-2	-1.8
COC(=O)[C@]12CCCCC=C1N(CCc1ccc(OC)c(OC)c1)C(=O)[C@H](CC(=O)N1CCSCC1)C2	-5	-5	nt	-0.1	nt	nt	-3	nt	nt	nt
CCOC(=O)Cc1cc(=O)n2[nH]c(C)c(-c3ccc(Cl)cc3)c2n1	-3	-5	0	-0.2	107	-17	-2	-3	16	-1.5
COc1ccc(NC(=O)CC2Oc3ccccc3NC2=O)cc1 (stereo unspecified)	-3	-1	0	-0.2	100	10	8	-6	-8	-1.8
CCCCC(=O)N(C)c1c(CC)nc2c(OCc3ccccc3C)cccn12	0	1	0	0.4	96	3	-7	nt	-2	-1.2
O=C(CN1C(=O)NC2(CCCC2)C1=O)N1CCN(c2cccc(C(F)(F)F)c2)CC1	-9	-4	-1	0.1	97	10	10	-9	-5	-2.6
CCCCS(=O)(=O)NC1=NCN(CCOC(=O)c2ccccc2)CN1	-4	-8	3	0.2	94	9	0	-5	6	0.4
Cc1ccc(N2CCN(C(=S)c3ccc(-c4cccc([N+](=O)[O-])c4)o3)CC2)cc1	-2	-2	3	-0.1	105	-3	1	-4	2	-1.6
CSc1nsc(SC)c1NC(=O)N1CCCCC1	2	-5	0	0.3	96	1	4	-17	0	0.4
Cc1cccc(NC(=O)Cn2cc(C(=O)c3ccco3)c3ccccc32)c1	4	-2	-3	0.8	98	7	0	-7	-2	-0.7
COc1ccc(-n2cnc3sc4c(c3c2=O)CCCC4)cc1	-2	-10	-1	0.1	95	7	-3	5	1	-3.0
S=C(NC1CCCCC1)N1CCc2[nH]c3ccccc3c2C1	-3	0	-2	-0.1	103	14	6	0	-3	2.5
Cn1c(=O)c2c(nc(OCc3cccnc3)n2Cc2c(F)cccc2Cl)n(C)c1=O	-4	-10	-1	0.1	103	2	0	-11	nt	-0.8
Cc1ccc(CN2CCN(C(=O)/C=C/[C@H]3O[C@@H](n4cc(C)c(=O)[nH]c4=O)C[C@@H]3O)CC2)cc1	-5	7	0	0.1	98	nt	-3	nt	4	nt
CCCCCn1c(Sc2ncccn2)nc2c1c(=O)[nH]c(=O)n2C	-5	3	1	0.2	94	8	0	-10	6	-1.5
CCOc1ccc(CCN2CN(C3CCCCC3)CNC2=S)cc1OCC	-2	-10	-1	0.1	100	23	3	-10	-6	-1.4
O=C(N/N=C/c1ccncc1)c1cc2ccccc2cc1O	-8	3	-4	0.1	104	-6	29	-9	0	-5.4
